PrPC surface inh: reduces human prion protein on the cell surface; 0.43% of 370,000 active; P04156; inhibition, % at 13.8 µM; cell surface PrPC, TR-FRET read-out; in the data active = inhibition above about 24%; note: 0% = median of the test wells and 100% = reference compound wells
BoNT A protease: inhibitors of Botulinum neurotoxin A light chain protease | AID 588499 | 0.17% of 360,000 active | multiplex microsphere protease substrate cleavage, flow cytometry | inhibition, % at 10 µM; note: plate controls were buffer without enzyme for full effect and enzyme alone for no effect
BH1578 lux ind: quorum light induction in luxS cqsA deficient V. cholerae | activation, % at 18.7 µM | V. cholerae BH1578 lux reporter, luminescence, 6 h | 0.16% of 350,000 active; in the data active = activation mostly above about 9.7%, no sharp cut-off; inconclusive = no clear call, values can overlap the other calls; inactive = mostly below about 3.7%; note: not every result past the cut was called active; inactives centre near 0; reference of the scale not given here
Yp Topo-I inh: Y. pestis Topo-I inhibition via cleavage products | 0.064% of 360,000 active | activity, % at 10 µM | Y. pestis Topo-I cleavage product accumulation, plate reader | AID 504884; in the data active = activity above about 50%, passing the limit was not always enough; inconclusive = no clear call, values can overlap the other calls; note: inactives centre near 2
PfHsp40 rescue: restores yeast growth despite PfHsp40 toxicity; 0.68% of 340,000 active; growth rescue, % at 12.5 µM; S. cerevisiae expressing PfHsp40, growth rescue, ATP luminescence; in the data active = growth rescue above about 28%, passing the limit was not always enough; inconclusive = no clear call, values can overlap the other calls;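 note: yeast W303a lacking pdr1 and pdr3 grown in galactose medium; growth measured after three days at 30 °C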
TcdB inh: inhibitors of Clostridioides difficile toxin B glycohydrolase. P18177. TcdB glycohydrolase enzymatic assay, plate reader. inhibition, % at 9.99 µM. 0.24% of 350,000 active. AID 652162; in the data active = inhibition above about 10%
Anthrax LF inh2: anthrax lethal factor protease inhibition; P15917; multiplex microsphere protease cleavage assay, LF; inhibition, % at 10 µM; 0.12% of 360,000 active; note: plate controls were buffer without enzyme for full effect and enzyme alone for no effect
Target sequence (P15917 whole entry, looked up): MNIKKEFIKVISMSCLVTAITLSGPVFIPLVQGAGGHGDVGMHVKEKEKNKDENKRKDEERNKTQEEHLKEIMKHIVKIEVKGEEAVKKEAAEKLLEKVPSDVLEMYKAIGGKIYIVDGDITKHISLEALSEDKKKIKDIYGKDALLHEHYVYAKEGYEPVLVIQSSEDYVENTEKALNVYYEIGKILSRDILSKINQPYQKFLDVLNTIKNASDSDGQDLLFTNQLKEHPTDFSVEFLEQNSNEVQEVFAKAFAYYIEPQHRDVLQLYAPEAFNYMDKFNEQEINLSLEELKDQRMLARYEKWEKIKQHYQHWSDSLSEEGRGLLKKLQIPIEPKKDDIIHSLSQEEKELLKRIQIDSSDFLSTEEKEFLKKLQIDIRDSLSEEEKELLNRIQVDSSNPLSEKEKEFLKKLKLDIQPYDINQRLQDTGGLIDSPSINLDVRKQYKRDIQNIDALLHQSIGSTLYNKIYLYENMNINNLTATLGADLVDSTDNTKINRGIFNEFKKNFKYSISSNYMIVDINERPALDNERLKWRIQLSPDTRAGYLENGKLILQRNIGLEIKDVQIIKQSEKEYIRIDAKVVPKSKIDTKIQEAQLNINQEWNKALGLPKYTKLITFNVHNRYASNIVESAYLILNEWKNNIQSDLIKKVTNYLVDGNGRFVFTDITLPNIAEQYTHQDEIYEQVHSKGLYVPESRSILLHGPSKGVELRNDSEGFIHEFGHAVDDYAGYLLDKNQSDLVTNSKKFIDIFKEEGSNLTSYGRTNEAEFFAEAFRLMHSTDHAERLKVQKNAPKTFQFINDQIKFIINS
PriA SSB inh: K. pneumoniae PriA-SSBct interaction inhibition. 0.6% of 430,000 active. inhibition, % at 33 µM. AlphaScreen SSBct-PriA binding, biotinylated peptide; in the data active = inhibition mostly above about 37%, no sharp cut-off; inactive = mostly below about 20%;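 note: plate controls were negative control peptide for no effect and reference peptide for full effect; strong numbers were not always called active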
3CLpro inhibitor: SARS-CoV 3CLpro protease inhibition | P0C6X7 | recombinant SARS-CoV 3CLpro, quenched FRET peptide cleavage | inhibition, % at 6 µM | 0.14% of 290,000 active; in the data active = inhibition above about 12%
Active calls of the source: *; i = inactive; ? = inconclusive; · = no result given; & = joins results of further samples. Cut-off read from the data, not from the text of the source, unless noted: active = inhibition above about 30%; inconclusive = no clear call, values can overlap the other calls; inactive = below that. The list is partial. The share of hits here may be higher or lower than overall.

SMILES	PrPC surface inh	BoNT A protease	BH1578 lux ind	Yp Topo-I inh	PfHsp40 rescue	TcdB inh	Anthrax LF inh2	PriA SSB inh	3CLpro inhibitor
Cc1ccc(Cc2nnc3n(-c4cccc(C)c4)nc(C(=O)c4ccccc4)n3c2=O)cc1	0	0.8	-0.4	4	0.9	·	-4	-10	-7
COc1ccc(NC(=O)c2ccc3c(c2)NC(=O)CS3)cc1S(=O)(=O)Nc1ccc(Br)cc1	3	-0.2	-0.2	-5	-0.4	1.5	-2	-4	4
COc1ccc(CN(C)C(=O)c2cc(S(=O)(=O)N3CCCCCC3)ccc2OC)cc1OC	4	-1.2	i	31	-0.4	2.6	1	-7	-5
CCc1ccc2[nH]c3nc(SCCN4CCOCC4)nnc3c2c1	-16	-2.1	0.4	9	0.7	0.4	-9	-4	-3
O=C(c1ccc(COc2ccc(Cl)cc2)o1)N1N=C(C(F)F)CC1(O)C(F)F (stereo unspecified)	12	-0.7	-0.3	16	1.0	-0.8	0	-15	6
COc1ccc(CNc2cccc(F)c2)cc1Br	-5	2.1	i	7	4.2	·	-1	-37	4
CCOc1ccc(NC(=O)CC2C(=O)N(c3cccc(OC)c3)C(=O)N2CCOC)cc1 (stereo unspecified)	-6	-1.0	-0.8	0	-1.0	-0.2	-6	-3	1
CC(=O)Nc1ccc(C(=O)OCC(=O)NCc2cccs2)cc1	-7	1.4	i	5	0.1	-0.9	-3	-1	·
O=c1[nH]c(CN2CCN(S(=O)(=O)c3ccc4ccccc4c3)CC2)nc2ccccc12	0	-0.4	-0.5	-2	0.9	-0.3	1	0	0
CCOc1cc(/C=N/NC(=O)c2ccc(=O)n(C)c2)ccc1O	-1	-1.3	-0.6	5	1.1	-15	3	·	1
CCN=C(Nc1ccc2c(c1)OCO2)SC1CC(=O)N(c2ccccc2F)C1=O (stereo unspecified)	0	-0.5	-0.6	1	0.7	·	-2	-3	-2
COCC(=O)N1CCCC(C(=O)c2ccc(-c3ccccc3)c(F)c2)C1 (stereo unspecified)	6	-0.3	1.6	10	1.0	1.6	-1	-1	-1
N#Cc1ccc(C(=O)Nc2ccc(S(=O)(=O)NC3=NCCCCC3)cc2)cc1	8	-1.3	3.1	-5	-1.0	·	-12	-16	0
COc1cccc(NC(=O)CN(C)C(=O)c2cc(C)on2)c1	-5	·	-2.8	-6	0.4	0.6	·	4	·
COc1ccc(S(=O)(=O)N(CCCN2CCCC2=O)Cc2cc3cc(C)c(C)cc3[nH]c2=O)cc1	-10	-0.3	i	26	-0.2	·	3	-5	3
CCOC(=O)C1CCN(C(=O)c2cccc(S(=O)(=O)Nc3ccc(C)cc3C)c2)CC1	-1	0.3	-0.4	12	1.3	4.3	-4	-2	4
OCCOCCNc1ncnc2c1c(-c1ccccc1)cn2-c1ccccc1	-3	0.1	-7.5	21	1.3	0.9	-3	3	-1
CCOc1cc(/C=N/Nc2nc(N3CCCC3)nc(N3CCCC3)n2)ccc1O	4	-0.5	i	17	2.1	·	2	·	0
Cc1ccc(C(=O)Oc2coc(CSc3nnc(NC(=O)C4CC4)s3)cc2=O)cc1C	6	34*	i	34	-0.6	·	0	-7	3
O=C(NCc1cccc(Cl)c1)c1ccc(-n2ccnc2)c2ccoc12	3	-0.3	-0.4	15	·	2.2	5	·	·
Cc1[nH][nH]c(=O)c1C=NCc1cccnc1	9	-0.2	-6.7	-4	-0.6	1.7	0	9	5
O=C(NCC(c1cccnc1)N1CCN(c2ccc(F)cc2)CC1)Oc1ccccc1 (stereo unspecified)	3	-0.1	i	3	1.9	-0.7	1	1	0
O=c1oc2ccc3ccccc3c2c2c1SC(C(F)(F)F)C2 (stereo unspecified)	·	3.1	0.8	1	0.0	·	2	-2	-2
O=C1CCCCC1C(=O)c1ccccc1 (stereo unspecified)	2	·	·	·	·	0.8	·	-4	2
CCN(CC(=O)NCc1cccs1)C(=O)CCCOc1ccccc1	-4	0.3	i	5	1.3	0.8	-2	-19	·
C/C(=C\c1ccccc1)C(=O)n1nnc2ccccc21	-1	-6.3	1.0	3	0.8	1.6	-7	-8	0
Cc1cc(C)cc(OCC(=O)OCC(=O)NC2CCCC2)c1	0	·	i	-1	-1.5	1.1	·	3	·
COc1cccc(-c2sc3ccc(OC)cc3c2-c2ccc(OCCN3CCOCC3)cc2)c1	-4	-0.3	-3.6	23	3.7	0.7	-7	25	·
Cc1cc(C)nc(/N=C(\N)N2CCCCCC2)n1	-5	0.1	-0.6	2	1.5	1.0	-1	·	-1
Cc1cc(Br)ccc1SCC(=O)OCC(=O)NC1CCCC1	2	-0.1	-0.3	14	-1.0	0.5	0	-16	1
CCN1CCN(c2ccc(S(=O)(=O)N3CCCCC3)cc2NC(=O)c2sccc2C)CC1	-7	·	0.0	10	1.4	1.3	·	2	·
CCN(CC(=O)Nc1ccc(OC)cc1)C(=O)Cc1cccs1	-1	5.1	1.4	19	-2.2	1.6	0	-7	·
COc1ccc(-c2cc(C(F)(F)F)n3nc(C(=O)N4CCN5CCCC5C4)cc3n2)cc1OC (stereo unspecified)	-38	2.2	-0.3	12	1.7	1.2	1	-15	-7
O=C(CN1C(=O)NC2(CCOc3ccccc32)C1=O)NCC(F)(F)F (stereo unspecified)	-5	3.2	-0.2	2	0.0	2.5	-2	-7	2
CC(=O)c1cccc(OCc2cc(C(=O)N(C)CCC3CCOCC3)no2)c1	5	-0.3	-0.6	7	-0.9	0.6	-1	-5	-1
O=C(COc1ccccc1)NC1CCCN(Cc2ccccc2F)C1 (stereo unspecified)	12	-3.8	i	18	-0.9	0.8	-4	-12	4
CC1(C(=O)NCc2ccncc2)Cc2c(-c3cccc(C(F)(F)F)c3)ccnc2O1 (stereo unspecified)	8	0.0	-0.3	13	·	1.0	-7	·	·
Cc1cc(C(F)(F)F)nn1CC(=O)NNC(=S)Nc1ccc(F)cc1	-7	-0.6	-0.9	6	-1.0	·	-4	-1	3
NC(=O)c1c(NC(=O)Cn2nc(C(=O)O)c3ccccc3c2=O)sc2c1CCCC2	5	-1.6	i	3	-0.7	0.3	-7	-8	0
O=C(Nc1ccc2c(c1)OCO2)c1ccc(Br)o1	14	-0.5	4.5	3	0.0	1.9	-6	7	-4
Cc1ccc(Cl)cc1N1CCN(CCN)CC1	1	0.0	-0.5	8	-0.9	·	-6	14	0
O=C(Cc1ccccc1[N+](=O)[O-])NCc1ccncc1	-7	-0.1	i	-4	0.9	-0.1	-1	3	-2
COC(=O)c1ccccc1NC(=O)CNc1cc(Cl)ccc1N1CCOCC1	0	2.5	i	4	2.2	·	-5	7	-3
Cc1cc2c(N=O)c(NO)ccc2[nH]1	·	-3.4	i	-5	0.1	·	-8	0	3
CC1(C)Cc2c(C#N)c(N3CCN(C(=O)c4ccco4)CC3)nc(-c3ccco3)c2CS1	-2	0.1	i	2	-1.9	·	1	-10	0
O=C(Nc1ccc(CN2CCCCC2)cc1)c1cc(Br)ccc1Cl	-7	-1.1	-0.4	6	-0.4	1.5	1	-7	-1
CCOC(=O)c1c(Nc2ccc(Cl)cc2)sc(/C=C2\C=Nc3ccccc32)c1O	-3&-4	0.9&5.4	0.3&2.2	-5&-5	0.4	0.5	-5&5	·	2
C=CCCN(C1CCCC1)S(=O)(=O)c1ccccc1Br	-10	0.2	-9.1	18	-0.2	0.2	-9	-36	·
CCC(=O)N1CCc2cc(S(=O)(=O)NCCCOC)ccc21	-2	-0.4	i	17	-0.8	·	-3	8	1
CCCCCC(=O)Nc1ccc(C2C(=O)c3ccccc3C2=O)cc1	1	-2.1	-1.8	1	-1.4	1.6	-6	-17	6
COC(=O)c1cccc(NC(=O)C(C)(C)C)c1	-5	-5.6	0.6	1	-1.0	0.9	4	-3	5
Cc1ccc(C)c(OCC(=O)NNC(=O)c2ccc(=O)[nH]c2)c1	6	-0.7	i	3	-0.3	-0.4	1	7	·
CCN(CC)S(=O)(=O)c1ccc(/C=C/C(=O)NC2CCCCC2)cc1	1	1.0	-0.2	9	-0.3	0.9	0	2	3
O=C(c1csc2c1CCCCC2)N1CCN(c2ncccn2)CC1	-4	0.6	i	23	3.1	-0.9	4	3	4
O=C(c1ccccc1)N1C(=O)C(c2ccccc2)Oc2ccccc21 (stereo unspecified)	6	-0.5	-0.9	1	234*	1.0	-7	-3	1
C[C@H](CO)N1C[C@H](C)[C@@H](CN(C)S(C)(=O)=O)Oc2ccc(NC(=O)Nc3ccc(C(F)(F)F)cc3)cc2C1=O	3	0.0	-0.5	-1	1.0	0.4&1.5	-9	-7	·
COC(=O)c1cc(S(=O)(=O)N2CCC(C)CC2)cn1C	0	1.3	-0.4	-6	0.6	1.1	0	-10	4
COc1cc2cc(C(c3nnnn3C(C)(C)C)N3CCC(C)CC3)c(=O)[nH]c2cc1OC (stereo unspecified)	-11	-1.4	-0.4	2	0.8	·	-9	7	0
CCCn1nc2cc(C(=O)NCc3ccccc3)ccc2c1OCC	0	-0.2	-0.7	-8	-0.3	0.6	4	-14	6
COc1cccc(OCCCCN2CC(C)OC(C)C2)c1 (stereo unspecified)	-1	-0.3	i	-9	2.3	·	-2	3	-3

Some of these compounds in order of count of non-hydrogen atoms, falling.
SMILES	PrPC surface inh	BoNT A protease	BH1578 lux ind	Yp Topo-I inh	PfHsp40 rescue	TcdB inh	Anthrax LF inh2	PriA SSB inh	3CLpro inhibitor
C[C@H](CO)N1C[C@H](C)[C@@H](CN(C)S(C)(=O)=O)Oc2ccc(NC(=O)Nc3ccc(C(F)(F)F)cc3)cc2C1=O	3	0.0	-0.5	-1	1.0	0.4&1.5	-9	-7	·
O=C(c1ccc(COc2ccc(Cl)cc2)o1)N1N=C(C(F)F)CC1(O)C(F)F (stereo unspecified)	12	-0.7	-0.3	16	1.0	-0.8	0	-15	6
O=C(c1ccccc1)N1C(=O)C(c2ccccc2)Oc2ccccc21 (stereo unspecified)	6	-0.5	-0.9	1	234*	1.0	-7	-3	1
COc1cccc(NC(=O)CN(C)C(=O)c2cc(C)on2)c1	-5	·	-2.8	-6	0.4	0.6	·	4	·

Additional entries:
SMILES	PrPC surface inh	BoNT A protease	BH1578 lux ind	Yp Topo-I inh	PfHsp40 rescue	TcdB inh	Anthrax LF inh2	PriA SSB inh	3CLpro inhibitor
NC(=O)COC(=O)c1ccc(Cl)c(S(=O)(=O)N2CCN(c3ccc(F)cc3)CC2)c1	11	-1.0	-0.3	1	1.4	1.6	-3	2	-7
Cc1ccc(-c2nc3ccccc3c(=O)n2-c2ccccn2)cc1	-5	-0.3	-0.1	-1	-1.0	-0.3	-3	5	3
CC(=O)c1cccc(NS(=O)(=O)c2cc3c(cc2C)NC(=O)CO3)c1	-4	-0.9	-3.4	-3	-1.1	-0.5	-2	-4	-3
CCCC(=O)N1CCC1(C)C(=O)Nc1scc(C)c1C#N (stereo unspecified)	·	0.8	-0.8	4	·	·	-5	·	·
CCOc1ccc(NC(=O)N[C@@H](CCSC)C(=O)OC)cc1	-3	?	i	2	-0.2	0.3	3	-1	-1
C=C(C)Cn1c(CCNC(=O)CCC)nc2ccccc21	6	0.2	1.7	0	1.1	·	-7	1	-3
CC1(C)CC(NS(=O)(=O)c2ccc(F)cc2)CC(C)(C)N1	-1	-1.2	i	-2	0.0	1.3	10	4	3
Nc1nc(N)nc(-c2cc(C(F)(F)F)ccc2Cl)n1	1	0.3	-0.4	4	-1.5	0.6	0	-7	·
CN(CC(=O)NC1CCCCCC1)S(=O)(=O)c1cnc[nH]1	-6	0.1	-0.1	1	0.0	0.8	-2	-4	-1
O=C(CCC1CCCN(C(=O)Cc2cccc(F)c2)C1)N1CCN(c2ccccn2)CC1 (stereo unspecified)	9	-0.2	0.3	5	0.1	-0.1	2	-6	1
CSCCC(NC(=O)c1ccccc1Br)C(=O)N1CCCCCCC1 (stereo unspecified)	1	1.1	i	-5	-0.3	-6.3	-1	-6	·
ClCc1nnc(-c2cc3c(s2)CCCC3)o1	8	-0.9	-1.8	6	-1.2	0.9	-4	-5	-2

High-throughput results: PubChem BioAssay, several laboratories
